# Assay outcomes from PubChem BioAssay.
# Shn3 3UTR inh: reduces Shn3 3'UTR luciferase signal in osteoblasts | Clone20 osteoblast Shn3 3'UTR firefly luciferase, 24 h | 0.52% of 360,000 active | AID 588674 | inhibition, % at 12.5 µM;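 active means mean inhibition of at least 75% with every replicate also reaching 75%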;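 further: 0% = median of neutral control wells and 100% = pilot-screen positive control compound; some compounds past the cut are filed as inactive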
# NR2E3 ag-1: activates human photoreceptor nuclear receptor NR2E3. inhibition of corepressor binding, % at 4.78 µM. GST-NR2E3/biotin-RetCOR TR-FRET, 1536-well. Q9Y5X4. AID 2300. 0.12% of 320,000 active;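 active means percent inhibition above the cutoff of mean plus 3 SD of all tested compounds, set per screening campaign, cut at about 20% in these data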;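 further: 0% = DMSO wells and 100% = biotin wells as full block of FRET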
# Target sequence (Q9Y5X4 whole entry, looked up): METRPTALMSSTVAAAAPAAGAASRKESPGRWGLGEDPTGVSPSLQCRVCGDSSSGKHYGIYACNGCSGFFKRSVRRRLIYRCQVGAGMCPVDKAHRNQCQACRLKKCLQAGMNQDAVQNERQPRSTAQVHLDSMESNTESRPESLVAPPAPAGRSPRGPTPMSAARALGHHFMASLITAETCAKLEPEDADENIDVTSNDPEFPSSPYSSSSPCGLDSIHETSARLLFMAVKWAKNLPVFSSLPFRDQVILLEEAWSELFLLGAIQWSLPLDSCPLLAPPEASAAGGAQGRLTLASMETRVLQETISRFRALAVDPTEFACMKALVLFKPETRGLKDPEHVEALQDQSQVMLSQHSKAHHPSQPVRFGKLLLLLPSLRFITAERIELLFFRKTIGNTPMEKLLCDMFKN
#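 System: GST-NR2E3 and biotin-RetCOR proteins; probe or stimulus: 7 nM biotin-RetCOR; doses: compound at 4.8 µM, single dose; schedule: Compound–protein incubation for 5 h at 4 °C; detection: time-resolved FRET; read-out: percent inhibition; controls: biotin wells as high control, 0.6% DMSO wells as low control; format: 1536-well plates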
# CaV13 ICDI inh: Disruptors of the CACNA1D IQ motif to Ca2+-dependent inactivation inhibitor domain association, primary screening, Förster resonance energy transfer in intact living … | 0.098% of 340,000 active | HEK cells, CFP/YFP FRET ICDI-IQ, plate reader, 10 min; percent FRET-ratio fall versus neutral wells | AID 743397 | inhibition, % at 12.3 µM;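 active means mean replicate inhibition of at least 30% and at least 1% of replicates passing that level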;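 further: 0% = median of the neutral control wells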
# KKLEB cytotox: counter-screen for CF NF-kB inhibitors: cytotoxicity; KKLEB CF airway cells viability, ATPlite luminescence, overnight; hits give low values; cells stimulated with P. aeruginosa culture filtrate; 0.36% of 360,000 active; activity change (cytotoxicity), % at 5 µM;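 active means corrected activity change at or below -50% at 5 µM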
# HIF-2a block: inhibitors of HIF-2a. inhibition, % at 18.8 µM. 0.72% of 360,000 active. 786-0 RCC cells HIF-2a reporter, luciferase luminescence, overnight;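 active means inhibition of the luminescence signal of 40% or more relative to plate controls, in a single-dose primary screen at 18.75 µM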
# CF NFkB block: cystic fibrosis NF-kB activation inhibition | inhibition, % at 5 µM | 0.86% of 360,000 active | KKLEB NF-kB-GFP reporter, PAF-induced, GFP fluorescence overnight;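 active means at least 50% inhibition at 5 µM, scaled per plate between neutral and stimulator controls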;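 further: PAF is a Pseudomonas aeruginosa culture filtrate used as stimulus; plate controls were PAF-stimulated DMSO wells for no effect and unstimulated DMSO wells for full effect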
# NR2E3 ag-2: human photoreceptor-specific nuclear receptor agonism. CHO-S Gal4-NCOR/VP16-NR2E3 two-hybrid, luciferase. inhibition of corepressor binding, % at 3.98 µM. 0.35% of 360,000 active. AID 602229;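 active means inhibition above the mean of all tested compounds plus 3 SD, cut at about 70% in these data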;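 further: 0% = DMSO with NR2E3 transfected cells and 100% = cells lacking NR2E3 construct; higher means lower luciferase signal from less NR2E3 corepressor binding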
# TRPM1 prom inh: MITF TRPM1 promoter inhibition in SK-MEL-5 cells | SK-MEL-5 TRPM1 promoter luciferase, 24 h | inhibition, % at 12.5 µM | 0.83% of 330,000 active | AID 488899;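 active means mean inhibition across replicates of 60% or more, whatever share of single replicates reaches that level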; further: values of inactives mirror those of a sister screen read the other way
# Vif inh: inhibitors of HIV Vif; HEK293T cells, Vif self-association by quenched fluorescence, imaging, 24 h; inhibition, % at 7.49 µM; 0.35% of 340,000 active; in the data active means inhibition above about 50%, passing the limit was not always enough; further: some results filed as inactive read as strong as hits
# PDI turbidity: blocks human protein disulfide isomerase activity. PDI insulin aggregation turbidity, A650, 90 min. inhibition, % at 10 µM. 0.052% of 350,000 active;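 active means mean inhibition across replicates of 30% or more, whatever share of single replicates reach that level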;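 further: absorbance from insulin aggregation driven by PDI reduction with DTT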
# Target sequence (P07237 whole entry, looked up): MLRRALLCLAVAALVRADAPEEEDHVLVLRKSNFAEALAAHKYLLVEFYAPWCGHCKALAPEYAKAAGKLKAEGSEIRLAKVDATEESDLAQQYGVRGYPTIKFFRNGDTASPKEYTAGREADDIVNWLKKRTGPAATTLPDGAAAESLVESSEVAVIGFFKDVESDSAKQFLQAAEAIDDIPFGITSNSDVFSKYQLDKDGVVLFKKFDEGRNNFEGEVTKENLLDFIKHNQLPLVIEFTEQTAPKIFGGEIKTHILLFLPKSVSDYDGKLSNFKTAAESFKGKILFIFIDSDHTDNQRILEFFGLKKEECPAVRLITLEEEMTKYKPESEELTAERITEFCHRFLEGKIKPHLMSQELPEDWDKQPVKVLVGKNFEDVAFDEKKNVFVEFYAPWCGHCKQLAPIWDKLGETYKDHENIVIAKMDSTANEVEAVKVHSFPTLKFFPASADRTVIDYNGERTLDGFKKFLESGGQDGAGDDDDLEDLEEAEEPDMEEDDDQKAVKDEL
# Peg3 prom inh: reduces Peg3 promoter-driven luciferase expression in HeLa; HeLa PEG-Prom luciferase reporter, luminescence, overnight; inhibition, % at 20 µM; 1.7% of 360,000 active;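 active means inhibition of at least 50% at 20 µM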
# * hit, by the source's call; / = no result given. Not a hit list; about 3.3% have a hit in one of these screens.
SMILES,Shn3 3UTR inh,NR2E3 ag-1,CaV13 ICDI inh,KKLEB cytotox,HIF-2a block,CF NFkB block,NR2E3 ag-2,TRPM1 prom inh,Vif inh,PDI turbidity,Peg3 prom inh
C/C(N)=C(/C#N)C(=O)CSc1nnc(NC(C)C)s1,-43,4,-3,0,-198,23,-11,-60,-1,10,-115
O=C(CN1CCCCC1)N1CCN(c2ccccc2)CC1,0,0,-18,12,22,-18,1,-4,10,-1,9
Cn1c(CNC(=O)CNC(=O)Cc2ccccc2)cc(=O)n(C)c1=O,-4,2,-14,-12,-2,20,4,3,9,-1,-5
COC(=O)c1ccc(C2c3c(n[nH]c3C)C(=O)N2c2ccc(C)cc2)cc1 (configuration not stated),-5,1,-5,-2,4,3,-9,9,-2,3,18
Cc1c(C(=O)O)sc2nc(C)n(C)c(=O)c12,-2,0,/,-5,12,-4,-7,-10,4,4,2
Cc1cccc(CCNC(=O)C2CCC(=O)N(Cc3ccccc3F)C2)n1 (configuration not stated),5,-3,-3,-8,-7,0,-19,10,-6,6,0
Fc1ccc2c(c1)C(c1cccnc1)=NNC(c1cccs1)=N2,-5,-5,-6,7,0,-11,-7,3,-6,-5,25
O=c1c2ccccc2ncn1-c1ccccc1C(F)(F)F,-5,2,4,-8,7,12,-8,1,-5,4,14
Cc1nc2cc(Cl)ccc2n1CCO,21,2,-7,-10,0,-1,-9,-2,-11,-6,2
CN(C)C(=S)Nc1cccc(C(F)(F)F)c1,-10,-1,-1,4,19,-8,12,2,-5,-5,9
COc1ccc(-c2noc(C3CCCN(C(=O)c4cccc(C)c4)C3)n2)cc1 (configuration not stated),22,-2,-4,-2,5,-11,7,3,-4,5,40
CN(C)C(CNC(=O)Nc1cccc(Cl)c1)c1cccnc1 (configuration not stated),-13,2,-4,-3,4,-6,10,-11,2,-11,3
CN(CC(=O)Nc1ccc(OC(F)(F)F)cc1)C(=O)Cc1ccc2c(c1)CCC2,-6,2,-2,-2,6,0,-17,-4,-11,6,9
O=C(Nc1ccccc1N1CCOCC1)C1=NN(c2ccccc2)C(=O)CC1,-4,/,-7,-15,16,8,-16,5,1,5,21
COC(=O)C1=C(C)Nc2c(c(=O)n(C)c(=O)n2C)C1c1cccnc1 (configuration not stated),19,3,/,-9,13,12,-6,-2,11,3,3
NCCCC[C@@H]1NC(=O)[C@H](CCC(=O)O)NC(=O)c2cc([N+](=O)[O-])cc(I)c2SC[C@@H](C(=O)NCC(N)=O)NC1=O,7,2,-6,10,11,-14,-22,-6,-6,-2,-7
COc1ccccc1/C=C(/C(=O)OCC(=O)Nc1ccc(N(C)C)cc1)c1ccccc1,0,-2,-4,5,5,7,5,10,-4,-2,-7
CC1CCCC(NC(=O)COC(=O)COc2ccc(Br)cc2)C1C (configuration not stated),-6,/,-2,7,-4,0,4,1,/,-1,8
CC1C(Br)C(=O)NC(=O)N1Cc1ccccc1 (configuration not stated),-27,3,-18,-9,18,14,7,6,4,-5,-2
CCOC(=O)c1c(C)n(C)c2ccc(OCC(O)CN3CCCCCC3)cc12 (configuration not stated),4,1,-5,2,7,-39,0,9,/,0,-4
Cc1ccc(-c2noc(CCC(=O)NCC3CCN(Cc4cccc(C)c4)CC3)n2)cc1,18,-2,-1,-10,9,3,-1,4,-9,-11,1
CC(=O)n1cc([C@@H]2C=C(C(=O)N3CCOCC3)O[C@H](OCc3ccc(CO)cc3)C2)c2ccccc21,8,1,-5,-11,1,13,-17,-6,-2,-3,9
COc1ccc(NC(=O)Cn2nnc(C(=O)NCCc3ccc(OC)c(OC)c3)c2N)c(OC)c1,-8,2,-2,8,20,12,-5,7,5,-19,8
CCn1c(SCC(=O)N2CCCC(C)C2)nnc1-c1ccc(S(=O)(=O)N2CCN(C)CC2)cc1 (configuration not stated),8,1,-4,9,19,-4,11,0,8,-8,7
CC(=O)Nc1ccc(CN2CCC(Oc3ccc(C(=O)N4CCCC4)cc3)CC2)cc1,9,3,-6,31,12,-67,23,-12,9,0,6
CC(Sc1nnc(-c2ccccc2Br)o1)C(=O)N1CCOCC1 (configuration not stated),10,-2,/,7,-9,2,-13,12,12,11,-4
O=[N+]([O-])c1cccc(-c2noc3c2-c2nc(Cc4cccc5ccccc45)sc2CC3)c1,-56,0,-11,-7,-11,-1,2,-8,-1,8,-49
COc1cc(NC(=O)COC(=O)Cc2ccc(-c3ccccc3)cc2)cc(OC)c1,2,3,-3,0,16,-14,-5,-10,-4,8,-27
Cc1ccc(-c2ccc(=O)n(Cc3ccc(F)cc3)n2)cc1,-4,1,-14,2,-11,16,5,-4,-8,-2,-14
O=C(COc1ccc(Cl)cc1)NCCCNC(=O)c1ccncc1,-7,0,-3,-11,15,3,18,10,3,7,21
CCc1cc(SC#N)cc(CC)c1NC(=O)CCl,9,0,-4,-30,49*,39,16,39,-2,0,47
CC(C)CN1C(=O)C(=O)N(CC(=O)N(C)CC(=O)Nc2ccc(F)cc2)C1=O,-5,3,-6,-14,16,18,5,-11,12,3,-6
Cc1cccc(Nc2nc(C)cc(C)c2C#N)c1,-11,2,9,0,2,2,5,5,-11,-7,10
c1ccc(-c2ccccc2OCCOCCN2CCc3ccccc3C2)cc1,36,0,-4,-27,13,3,-28,3,-13,12,23
CC1(c2ccccc2Br)NC(=O)N(CC(=O)N2CCc3ccccc3C2)C1=O (configuration not stated),2,/,-13,19,11,-20,5,0,8,14,4
O=C(Cc1c2ccccc2nc2ccccc12)c1ccccc1,-1,1,-4,5,9,-2,-7,-6,0,-6,13
O=c1[nH]nc(CNc2ccc(Cl)cc2Cl)c2ccccc12,-8,-1,-4,8,-10,-16,-24,-9,5,-5,-5
O=C(CNC(=O)c1ccccc1Br)N/N=C/c1cccs1,-6,-2,-5,-4,-12,-20,-4,1,6,-7,9
COc1ccccc1CNC(=O)c1cccc(S(=O)(=O)N2CCN(c3ccc(F)cc3)CC2)c1,22,2,-4,-37,11,-11,-5,-1,6,-11,25
CC(C)(C)c1csc(N/N=C/c2cccnc2)n1,-108,3,-5,0,-270,-10,-111,-60,-6,2,-282
Cc1ccc2cc(C#N)c(N3CCN(C(=O)c4ccccc4)CC3)nc2c1,18,0,-2,-18,4,2,-36,2,-11,-2,17
CSCCC(NC(=O)c1ccco1)C(=O)NC1CCC(C)CC1 (configuration not stated),-91,/,-2,-7,-209,-8,-26,-110,-5,-13,-175
CC(=O)c1cc(CN2C(=O)c3ccccc3C2=O)cs1,-15,2,-5,6,1,-5,-13,11,8,-2,0
O=C(NNC(=O)c1ccccc1Br)c1ccc(SCC2CCCO2)c([N+](=O)[O-])c1 (configuration not stated),2,2,-2,-5,-12,-9,18,2,1,0,4
COc1ccc(-n2c(CNc3ccc(C)cc3)nnc2SCc2ccccc2)cc1,-11,1,-6,3,-1,-1,-21,-3,1,1,38

# Some of these compounds in order of the CF NFkB block value, falling.
structure | CF NFkB block
CC(C)(C)c1csc(N/N=C/c2cccnc2)n1 | -10
COc1ccccc1CNC(=O)c1cccc(S(=O)(=O)N2CCN(c3ccc(F)cc3)CC2)c1 | -11
CC1(c2ccccc2Br)NC(=O)N(CC(=O)N2CCc3ccccc3C2)C1=O (configuration not stated) | -20

# Remaining list, next part.
SMILES,Shn3 3UTR inh,NR2E3 ag-1,CaV13 ICDI inh,KKLEB cytotox,HIF-2a block,CF NFkB block,NR2E3 ag-2,TRPM1 prom inh,Vif inh,PDI turbidity,Peg3 prom inh
Cc1cc(O)c(C(=O)c2ccccc2C(=O)O)cc1C,3,0,-2,-9,22,6,4,-2,9,-2,-2
COc1cccc(C2(O)CCN(C(=O)C(C)C)CC2)c1,28,-2,-4,5,9,20,13,3,16,2,24
CCC(=O)C1CCCN(C(=O)CCc2nnc(C3(c4ccc(Cl)cc4)CCC3)o2)C1 (configuration not stated),-60,-4,-5,-6,-132,-5,-76,-40,7,3,-152
Cc1c(C(=O)N2CCN(c3ccc(F)cc3)CC2)sc2ncnc(N3CCN(c4ccccn4)CC3)c12,30,1,-6,-3,6,5,-18,36,-34,-1,50*
Cc1ccc(O)c(-c2cc(-c3ccccc3[N+](=O)[O-])[nH]n2)c1,-42,-3,-10,2,-284,-8,-98,-66,-1,-3,-162
CCSc1nnc2nc(C)cc(C)n12,-5,3,-5,0,15,-10,-10,4,15,6,-10
Brc1cccc(OCCCNC2CCCC2)c1,-7,3,8,1,11,4,3,-2,-1,-8,12
Cc1cccc(N2CCN(CC(=O)N(C3CCCC3)C3CCS(=O)(=O)C3)CC2)c1C (configuration not stated),-12,-1,-3,4,-4,-15,-13,-5,16,-5,-2
COc1cc(OC)c(C2=NOC(C(=O)Nc3c(C)nn(CC(=O)N4CCCC4)c3C)C2)cc1Cl (configuration not stated),-33,-3,/,2,-2,-2,-9,6,/,-2,1
COc1ccc(C2CC(c3ccccc3)=NN2C(=O)CCC(=O)O)cc1 (configuration not stated),-11,5,-3,16,13,8,3,0,3,-5,10
CC1(C)Cc2cccc(OCC(=O)OCC(=O)Nc3ccc(S(N)(=O)=O)cc3)c2O1,-63,/,-6,5,6,-32,1,/,/,0,9
CCC(=O)Nc1nnc(SCC(=O)NCC2CCCO2)s1 (configuration not stated),-36,3,/,-11,6,14,-60,10,5,0,3
CCOc1ccc(/C=C/C(=O)Nc2cccc(C(C)=O)c2)cc1,-37,-2,-4,12,-185,-28,-46,-30,-22,4,-187
CCC(=O)OCC(=O)Nc1ccc(OC)cc1[N+](=O)[O-],-11,3,-2,-19,4,1,-7,-1,9,-8,1
CC1CN(C(=O)C(C)N2C(=O)c3ccccc3C2=O)CC(C)O1 (configuration not stated),-3,0,-9,-4,9,7,-21,8,3,6,8
Cc1cc(Br)ccc1NC(=O)c1sc2ncn(CC(=O)N3CCN(c4ccccn4)CC3)c(=O)c2c1C,-11,-1,-6,-18,4,-5,0,0,3,-8,2
O=c1[nH]nc(Br)c(=O)n1C(c1ccccc1)c1ccccc1,16,/,-7,11,15,6,17,-1,16,21,30
O=c1[nH]c(CN2CCN(c3ncccn3)CC2)nc2c(Br)cc(Br)cc12,-3,27*,-2,4,20,28,38,-9,2,-5,11

# Reformatted with two lines to a compound: 2 of the compounds above
# Under each structure – Shn3 3UTR inh | NR2E3 ag-1 | CaV13 ICDI inh | KKLEB cytotox | HIF-2a block | CF NFkB block | NR2E3 ag-2 | TRPM1 prom inh | Vif inh | PDI turbidity | Peg3 prom inh
> Cc1cc(O)c(C(=O)c2ccccc2C(=O)O)cc1C
    3 | 0 | -2 | -9 | 22 | 6 | 4 | -2 | 9 | -2 | -2
> COc1cccc(C2(O)CCN(C(=O)C(C)C)CC2)c1
    28 | -2 | -4 | 5 | 9 | 20 | 13 | 3 | 16 | 2 | 24
